S100A4 MyoIIA – inhibitors of S100A4-myosin IIA peptide binding, primary screen, biochemical, fluorescence polarization, TAMRA-MyoIIA peptide. Protein S100-A4 (Homo sapiens), P26447. AID 652163, 2013. hit rate 0.14% among 360,000. inhibition, % at 10.7 µM;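 active = mean inhibition of at least 70% across replicates, with every replicate also reaching that level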
Target sequence (P26447 whole entry, looked up): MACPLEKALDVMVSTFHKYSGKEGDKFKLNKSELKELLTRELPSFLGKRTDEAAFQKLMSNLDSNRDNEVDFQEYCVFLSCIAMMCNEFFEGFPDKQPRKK
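Test system – S100A4 monomer (human) · Compound – single-point compound testing · Schedule – 5 min incubation before reading · Probe or stimulus – TAMRA-labelled myosin IIA heavy-chain peptide probe, 5 nM · Benchmarks – neutral control DMSO, positive control TFP · Medium – Calcium-containing HEPES buffer, pH 7.2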
EWS-Fli block – EWS/Fli-driven NR0B1 reporter inhibitors, primary screen, A673 cells, NR0B1 luciferase, luminescence, MLPCN library. inhibition, % at 12.6 µM. viability-normalised. AID 651661, 2012. hit rate 0.67% among 350,000;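 active = mean inhibition of at least 50% after viability correction, with every replicate also passing that limit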;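 note: firefly luciferase signal divided by Alamar Blue viability fluorescence both relative to DMSO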
ERAP1 HTS inh – human ERAP1 aminopeptidase inhibitors, primary screen, biochemical, single point, plate reader; hit rate 0.15% among 340,000; Endoplasmic reticulum aminopeptidase 1 (Homo sapiens), Q9NZ08; inhibition, % at 10.7 µM; recombinant ERAP1, Leu-AMC fluorescence, 60 min;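 active = mean replicate inhibition of at least 30%, or all replicates individually reaching that 30% level; inactive = mean below 30% and not every replicate reaching it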;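 note: 0% = neutral control wells and 100% = L-leucinethiol positive control wells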
Target sequence (Q9NZ08 whole entry, looked up): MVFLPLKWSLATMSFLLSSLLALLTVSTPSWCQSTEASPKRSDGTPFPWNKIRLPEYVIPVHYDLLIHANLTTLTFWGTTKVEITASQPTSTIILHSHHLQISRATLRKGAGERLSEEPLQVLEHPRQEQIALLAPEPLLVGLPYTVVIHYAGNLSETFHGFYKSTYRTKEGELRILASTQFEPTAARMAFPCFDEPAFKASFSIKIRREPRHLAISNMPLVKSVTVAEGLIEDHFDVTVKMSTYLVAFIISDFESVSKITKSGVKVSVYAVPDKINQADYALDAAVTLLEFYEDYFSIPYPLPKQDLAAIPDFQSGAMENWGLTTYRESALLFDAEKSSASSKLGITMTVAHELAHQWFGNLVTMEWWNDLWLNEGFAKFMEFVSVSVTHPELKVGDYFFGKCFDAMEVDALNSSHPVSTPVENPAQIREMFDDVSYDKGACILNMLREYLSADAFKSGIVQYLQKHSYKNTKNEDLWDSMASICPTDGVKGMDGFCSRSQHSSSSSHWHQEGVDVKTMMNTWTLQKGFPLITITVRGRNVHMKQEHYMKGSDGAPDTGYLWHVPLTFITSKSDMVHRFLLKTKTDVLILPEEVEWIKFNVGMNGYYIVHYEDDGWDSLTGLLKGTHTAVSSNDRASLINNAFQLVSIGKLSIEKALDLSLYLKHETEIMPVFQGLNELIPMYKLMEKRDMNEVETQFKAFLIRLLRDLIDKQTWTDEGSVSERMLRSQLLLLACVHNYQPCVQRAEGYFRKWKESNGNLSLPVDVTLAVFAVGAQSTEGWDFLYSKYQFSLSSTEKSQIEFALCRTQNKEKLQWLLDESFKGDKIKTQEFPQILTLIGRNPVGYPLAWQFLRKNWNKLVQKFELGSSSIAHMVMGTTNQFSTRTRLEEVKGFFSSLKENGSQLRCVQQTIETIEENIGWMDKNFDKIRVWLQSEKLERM
PGC1a acetyl inh – inhibitors of PGC1a acetylation signal, primary screen, cell-based, U2OS, AlphaScreen, inhibitor mode | hit rate 0.17% among 350,000 | inhibition, % at 15.6 µM | AID 651687, 2012 | AlphaScreen anti-acetyl-lysine; with virally co-expressed GCN5 acetyltransferase;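 active = every replicate shows inhibition of at least 40%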;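 note: 0% = neutral control wells and 100% = positive control wells; some results beyond the cut were filed as inactive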
PglD inh – C. jejuni PglD acetyltransferase inhibitors, primary screen, biochemical, DTNB colorimetric, single point | purified PglD enzyme, DTNB colorimetric CoA detection | inhibition, % at 12.5 µM | hit rate 0.098% among 360,000 | AID 602405, 2012; in the data active = inhibition above about 16%, passing the limit was not always enough; note: strong numbers were not always called active
LGR2 inh – inhibitors of bursicon-induced LGR2 CRE-luciferase signal, primary screen, cell-based, HEK293, CRE-luciferase reporter, bursicon stimulation; inhibition, % at 9.99 µM; Drosophila bursicon receptor LGR2 (rickets); AID 720647, 2013; hit rate 0.35% among 380,000; bursicon-stimulated, 4 h;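 active = drop in luminescence signal, shown as inhibition above about 50% in the replicate tests, limit read from the data, passing the limit was not always enough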;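 note: agonist challenge used bursicon conditioned medium at about half maximal strength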
PAX8 inh HTS – inhibitors of PAX8-driven TPO luciferase reporter, primary screen, RMG-I cells, single concentration; AID 652154, 2013; hit rate 1.2% among 360,000; inhibition, % at 12.6 µM; SteadyGlo, 24 h;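 active = mean replicate inhibition at least 60% with every replicate also reaching 60%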;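 note: luciferase light reporting Pax8 driven TPO promoter activity; plate controls were median of neutral control wells for no effect and mitoxantrone controls for full effect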
FN deposition inh – inhibitors of fibronectin matrix deposition, primary screen, AH1F cells, Alexa488-fibronectin fluorescence, plate reader | AH1F fibroblasts, overnight | AID 743247, 2014 | inhibition, % at 12.6 µM | hit rate 0.086% among 350,000;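 active = mean inhibition across replicates of 30% or more, regardless of how many single replicates reach that level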;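 note: positive control wells lacked labelled fibronectin entirely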
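Measured by – fluorescence 485/525 nm · System – AH1F fibroblast monolayer, labelled fibronectin deposition · Amount – 10000 cells per well · Buffer or medium – serum-reduced DMEM (2% serum) · Doses – single dose, pinned · Also added – fluorescent fibronectin at 24 nM final · Schedule – 1 h cell attachment, overnight exposure to compound and label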
* marks the source's active call; other numbers are inactive results; . = not tested or not shown.

SMILES	S100A4 MyoIIA	EWS-Fli block	ERAP1 HTS inh	PGC1a acetyl inh	PglD inh	LGR2 inh	PAX8 inh HTS	FN deposition inh
N#CCN1CCC2(O)CCCCC2C1c1ccc2c(c1)OCO2 (stereo not given)	-8	-1	2	-2	.	-3	-57	-7
O=C(CNC(=O)c1ccccc1F)NCCN1C(=O)S/C(=C\c2ccccc2Cl)C1=O	-3	-2	2	.	1	10	10	1
Cc1ccc(C(=O)C=CC=Cc2ccccc2)cc1	-2	-67	2	-6	-2	-164	-167	-3
Cc1cc(NC(=O)c2ccoc2C)ccc1Br	-4	-124	4	-8	.	-122	-249	0
NC(=O)C1CCN(C(=O)CSCc2ccccc2Cl)CC1	.	.	.	6	-1	.	-32	0
CC(=O)Nc1ccc(C(=O)Nc2nc(-c3cc(C)n(Cc4ccccc4)c3C)cs2)cc1	-6	.	-2	3	-6	19	13	5
CCOC(=O)[C@H]1[C@H]2COc3ccc(Cl)cc3[C@@H]2N2C(=O)[C@@H](C)NC(=O)[C@@]12C	2	0	-1	-14	2	.	-5	10
CCc1c(C2(O)CCCCC2)[nH]c2cnccc12	-9	-7	5	.	-3	12	2	-18
CC(NS(=O)(=O)c1ccc(Br)cc1)C(=O)Nc1nc2ccccc2[nH]1 (stereo not given)	1	-3	3	1	-3	-9	30	-6
CCOC(=O)CCCNC(=O)CSc1nc2ccc(OCC)cc2[nH]1	-3	-2	-3	3	.	2	1	1
C[C@@H]1CC[C@]2(O[C@H](CCO)C[C@H](O)[C@H]2O)O1	0	-5	2	-7	11	-3	-9	4
Cc1ccccc1OCc1nnc(SC(C)C(=O)O)n1-c1ccccc1 (stereo not given)	-1	-14	0	-11	4	7	3	3
CC(C)C(=O)Nc1ccccc1Cc1ccccc1	-6	-11	-2	-10	-7	9	-21	-1
CCNS(=O)(=O)c1ccc(NC(=O)c2ccc(Cn3cc([N+](=O)[O-])cn3)o2)cc1	6	6	2	-2	.	-17	11	3
CO[C@@H]1CN(C)C(=O)c2cc(NC(=O)c3nc4ccccc4s3)ccc2OC[C@H](C)NC[C@H]1C	-19	-22	2	-6	3	-8	84*	13
C=Cc1ccc(C(=O)NC2CCCN(Cc3ccccc3F)C2)cc1 (stereo not given)	2	-3	0	-2	-4	.	7	8
Cc1ccc(S(=O)(=O)CCc2nnc(NC(=O)C3CCCCC3)s2)cc1	4	1	-2	1	0	3	6	2
C[C@H]1CCCCO[C@H](CN(C)S(=O)(=O)c2ccccc2)[C@@H](C)CN([C@@H](C)CO)C(=O)c2cc(N(C)C)ccc2O1	7	3	5	0	-1	-23	10	.
C[C@H]1CN([C@@H](C)CO)C(=O)c2cccc(NC(=O)Nc3ccc(C(F)(F)F)cc3)c2O[C@@H]1CN(C)Cc1ccc(C(=O)Nc2ccccc2N)cc1	10	7	2	-23	.	-22	14	.
COc1ccc2[nH]cc(CCNS(=O)(=O)Cc3ccccc3)c2c1	2	22	2	-16	0	9	0	-13
O=C(COC(=O)c1ccccc1OCC(=O)Nc1ccc(Br)cc1)Nc1ccccc1	0	9	2	.	.	7	18	5
CCC1(CC)NC(=O)N(CC(=O)OCC(=O)Nc2ccccc2[N+](=O)[O-])C1=O	3	8	-1	.	.	-2	-5	.
Cc1cc(=O)oc2cc(NC(=O)c3c(Cl)cnn3C)ccc12	-4	-35	-2	.	3	2	-40	.
CCOC(=O)N1CCC(N(CCN(C)C)C(=S)Nc2cc(C)ccc2C)CC1	.	.	.	-3	-3	8	17	3
C[C@@H]1CN([C@H](C)CO)S(=O)(=O)c2ccc(C#CC3CC3)cc2O[C@@H]1CN(C)C(=O)c1cccc(F)c1	8	7	2	-4	2	2	-3	.

(listing goes on)
SMILES	S100A4 MyoIIA	EWS-Fli block	ERAP1 HTS inh	PGC1a acetyl inh	PglD inh	LGR2 inh	PAX8 inh HTS	FN deposition inh
CC(NC(=S)Nc1ccc(OC(F)F)c(Cl)c1)C(C)(C)C (stereo not given)	-2	-7	-4	2	2	-5	-17	.
CN1CCN(NC(=O)CN2C(=O)/C(=C/c3ccccc3F)SC2=S)CC1	-61	-126	9	.	.	.	9	-7
O=C(NCCCN1CCOCC1)C1CCN(S(=O)(=O)c2ccccc2)CC1	0	-6	1	14	-6	-11	-16	8
Cc1ccc(Nc2c(-c3ccc(N(C)C)cc3)nc3ncccn23)cc1	-8	-15	-1	-3	2	-44	6	-8
CC1(c2ccccc2)NC(=O)N(CC(=O)Nc2cc(S(=O)(=O)N3CCOCC3)ccc2Cl)C1=O (stereo not given)	-3	4	-3	-1	.	15	2	-10
CCOc1ccccc1C(=O)N[C@H](C(=O)Nc1nc2c(s1)CCCC2)C(C)C	-3	-21	19	.	.	-26	-4	.
CCCNC(=O)c1cccc(Cn2nc(C)c(Br)c2C)c1	.	.	.	1	-2	.	15	1
CN1CCCCN2[C@H](CO)[C@H](c3ccc(-c4cccnc4)cc3)[C@H]2C1	0	-6	-1	11	-3	7	-11	.
Cc1noc(C)c1NC(=O)Nc1ccc2c(c1)C(=O)N([C@H](C)CO)C[C@H](C)[C@@H](CN(C)C(=O)CCCN(C)C)OCCCC[C@H](C)O2	-1	-2	0	-1	0	8	-18	.
COc1cccc2sc3ccc(C#CC4(N)CCCCC4)cc3c(=O)c12	3	-100	-2	.	9	.	-75	-1
N#C/C(=N\Nc1cccc(C(F)(F)F)c1)C(=O)c1ccsc1	2	-2	-1	.	.	.	1	1
COC(=O)C(=O)Nc1nnc(COc2ccccc2)s1	.	.	.	-2	-1	.	1	-10
CCOc1ccccc1/C=N/NC(=O)c1c(C)nc2ccc(Br)cn12	-2	3	-4	18	5	7	8	4
CC(C)c1ccc(C(CC(=O)O)NC(=O)c2cccs2)cc1 (stereo not given)	5	-1	5	-1	-4	8	9	-11
Cc1ccc(C(=O)O)cc1S(=O)(=O)N1CCCC1	.	.	.	8	3	.	7	-3
COc1cc2c(cc1OC)C(c1ccc(Cl)cc1)CC(=O)N2 (stereo not given)	-4	4	0	13	-9	-10	27	6
C[C@H]1CN([C@@H](C)CO)S(=O)(=O)c2ccc(C#Cc3ccccc3F)cc2O[C@H]1CN(C)CC1CC1	-5	10	-1	-24	0	0	.	-12
O=C(C1CC1)N1CCCCN2[C@H](CO)[C@@H](c3ccc(C#CC4(O)CCCC4)cc3)[C@H]2C1	-15	4	3	5	0	.	-24	.
CC(=O)Oc1ccc2c3c(c(=O)oc2c1)CCCC3	-3	7	0	.	-6	10	-3	-1
COc1ccccc1OCC(=O)N1CCN(S(=O)(=O)c2ccc(Cl)cc2)CC1	-4	-3	7	.	-3	11	-7	-7
COc1cc(C(=O)NCC(C)C)c([N+](=O)[O-])cc1OC	.	.	.	14	8	20	.	-3
CCOC(=O)CC(NC(=O)c1cccc2c1C(=O)N(Cc1cccnc1)C2)c1ccc(OCC)c(OC)c1 (stereo not given)	-1	2	-3	6	.	.	17	-2
CN(Cc1ccccc1F)C(=O)c1cccc(NC(=O)CC2SC(N3CCCCC3)=NC2=O)c1 (stereo not given)	-7	15	-1	0	-3	6	27	5
CCN1CCN(CC(=O)Nc2cc(S(=O)(=O)N(CC)c3ccccc3)ccc2Cl)CC1	-14	-5	0	-11	-5	17	.	5
CC(C)NC(=O)C1(C)CCCCN1Cc1ccc(OCc2ccccc2)cc1 (stereo not given)	-1	10	1	.	-5	15	6	-11

Other structures
SMILES	S100A4 MyoIIA	EWS-Fli block	ERAP1 HTS inh	PGC1a acetyl inh	PglD inh	LGR2 inh	PAX8 inh HTS	FN deposition inh
COC(=O)[C@H]1C[C@H](OC(=O)NCc2ccco2)[C@@]2(O)CN(S(=O)(=O)c3ccc(C)cc3)CC2[C@H]1C(=O)OC (stereo not given in full)	-8	-2	1	-11	2	11	-23	14
O=C([C@@H]1[C@@H](CO)[C@@H]2Cn3c(ccc(-c4ccccc4)c3=O)[C@@H]2N1Cc1cocn1)N1CCCCC1	-1	-6	-2	.	10	-6	3	.
O=C(Nc1cccc(F)c1)N[C@@H]1CC[C@H](CCNS(=O)(=O)c2cccc(Cl)c2)O[C@H]1CO	2	15	10	3	-167	-6	-14	.
CCCC1(CCC)NC(=O)N(CC(=O)c2cc(C)n(-c3ccc4c(c3)OCO4)c2C)C1=O	.	.	.	3	7	-21	1	.
Cc1nc2sc(C(c3ccc(Cl)cc3)N3CCN(C(=O)c4ccco4)CC3)c(O)n2n1 (stereo not given)	.	.	.	-18	-5	.	30	10
Cc1ccc2c(c1)nnn2C1CCN(CC(=O)NCc2ccccc2F)CC1	-17	1	3	-21	.	6	7	.
CCCNC(=O)N1[C@@H]2CNC[C@H]1C2c1ccc(-c2ccccc2F)cc1 (stereo not given in full)	.	-3	.	-2	.	1	-4	-8
COc1cc(C(F)(F)F)c(C(=O)NCc2cccc(Cl)c2)cn1	-2	-4	3	-3	2	-13	6	-2

11 structures from above, ordered by length of the SMILES, high to low:
SMILES	S100A4 MyoIIA	EWS-Fli block	ERAP1 HTS inh	PGC1a acetyl inh	PglD inh	LGR2 inh	PAX8 inh HTS	FN deposition inh
COC(=O)[C@H]1C[C@H](OC(=O)NCc2ccco2)[C@@]2(O)CN(S(=O)(=O)c3ccc(C)cc3)CC2[C@H]1C(=O)OC (stereo not given in full)	-8	-2	1	-11	2	11	-23	14
O=C([C@@H]1[C@@H](CO)[C@@H]2Cn3c(ccc(-c4ccccc4)c3=O)[C@@H]2N1Cc1cocn1)N1CCCCC1	-1	-6	-2	.	10	-6	3	.
O=C(Nc1cccc(F)c1)N[C@@H]1CC[C@H](CCNS(=O)(=O)c2cccc(Cl)c2)O[C@H]1CO	2	15	10	3	-167	-6	-14	.
CN(Cc1ccccc1F)C(=O)c1cccc(NC(=O)CC2SC(N3CCCCC3)=NC2=O)c1 (stereo not given)	-7	15	-1	0	-3	6	27	5
Cc1nc2sc(C(c3ccc(Cl)cc3)N3CCN(C(=O)c4ccco4)CC3)c(O)n2n1 (stereo not given)	.	.	.	-18	-5	.	30	10
CCN1CCN(CC(=O)Nc2cc(S(=O)(=O)N(CC)c3ccccc3)ccc2Cl)CC1	-14	-5	0	-11	-5	17	.	5
CCCNC(=O)N1[C@@H]2CNC[C@H]1C2c1ccc(-c2ccccc2F)cc1 (stereo not given in full)	.	-3	.	-2	.	1	-4	-8
COc1ccccc1OCC(=O)N1CCN(S(=O)(=O)c2ccc(Cl)cc2)CC1	-4	-3	7	.	-3	11	-7	-7
Cc1ccc2c(c1)nnn2C1CCN(CC(=O)NCc2ccccc2F)CC1	-17	1	3	-21	.	6	7	.
COc1cc(C(F)(F)F)c(C(=O)NCc2cccc(Cl)c2)cn1	-2	-4	3	-3	2	-13	6	-2
COc1cc(C(=O)NCC(C)C)c([N+](=O)[O-])cc1OC	.	.	.	14	8	20	.	-3

Assay outcomes deposited in PubChem BioAssay by Broad Institute.

Compounds as they come. Share with any hit: about 2.1%.
